# Assay outcomes deposited in PubChem BioAssay by several laboratories.
# West Nile antiviral = West Nile virus antiviral activity, cell-based, CPE readout (AID 1621); 290,000 compounds, 0.02% hits; West Nile virus-infected cells, CPE inhibition; higher % means a stronger effect; one-dose CPE inhibition, % at 10 µM; IC50 in µM for titrated hits; in the data active = a potency from the dose series; inconclusive = CPE inhibition mostly from about 3.7% at the one dose, without a potency; inactive = the rest, 99 in 100 with CPE inhibition below about 2.2%; also: strong numbers were not always called active
# Ins promoter up = MIN6 insulin promoter up-regulation. MIN6 insulin promoter-GFP reporter, high-content imaging; hits give high values. z-score at 5 µM. 190,000 compounds, 0.3% hits. AID 1625;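 active = z-score above 3 at 5 µM with at least 500 cells counted in the well; inconclusive = wells under 500 cells, flagged as cytotoxic or low count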
# RSV antiviral HEp-2 = RSV antiviral activity via CPE protection, HEp-2 cells, primary 10 µM value included (AID 2391). 310,000 compounds, 0.13% hits. HEp-2 cells, RSV-induced CPE inhibition; higher % means a stronger effect. one-dose CPE inhibition, % at 10 µM; IC50 in µM for titrated hits; in the data active = a potency from the dose series; inconclusive = CPE inhibition mostly from about 23% at the one dose, without a potency; inactive = the rest, 99 in 100 with CPE inhibition below about 21%; also: strong numbers were not always called active
# PhoP inhibition = inhibitors of PhoP regulon expression, primary screen, Salmonella Typhimurium, GFP reporter (AID 1863); S. Typhimurium PhoP-regulated promoter GFP reporter, 4 h; higher % means a stronger effect; inhibition, % at 50 µM, or IC50 in µM where a hit was titrated; 300,000 compounds, 0.16% hits;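 active = inhibition over 29.93%, a cutoff 3 SD above the screen mean, later confirmed by dose response; inconclusive = inhibition over 29.93% but no dose response follow-up; inactive = inhibition at most 29.93% or unconfirmed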;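 also: 0% = low Mg2+ inducing control and 100% = high Mg2+ repressing control; strong numbers were not always called active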
# Large T inhibition = SV40 large T antigen inhibitors, biochemical (AID 1903). SV40 large T antigen ATPase/helicase inhibition assay; higher % means a stronger effect. one-dose inhibition, % at 20 µM; IC50 in µM for titrated hits. 310,000 compounds, 0.39% hits; in the data active = a potency from the dose series; inconclusive = inhibition mostly from about 32% at the one dose, without a potency; inactive = the rest, 99 in 100 with inhibition below about 32%; also: strong numbers were not always called active
# human PMI inhibition = MPI enzyme activity inhibition – biochemical, fluorescence intensity, coupled assay, primary screen (AID 1209). 190,000 compounds, 0.42% hits. inhibition, % at 20 µM; hits with a dose series show IC50 in µM. purified PMI enzyme, coupled fluorescence intensity; higher % means a stronger effect;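 also: plate controls were DMSO vehicle for no effect and wells lacking substrate for full effect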
# TNAP activators = human TNAP enzyme activators, primary screen, biochemical, luminescent, no phosphate acceptor, uHTS (AID 1001); purified TNAP, luminescent activation assay, no phosphate acceptor; higher activation fold means a stronger effect; activation fold at 20 µM, or EC50 in µM where a hit was titrated; 200,000 compounds, 0.03% hits; in the data active = activation fold from about 3, or a potency from the dose series; inactive = the rest, 99 in 100 with activation fold below about 1.6; also: many of its hits are not listed in these tables
# CSM14.1 death rescue = protection against thapsigargin-triggered cell killing – 384-well, CSM14.1, ATP luminescence, primary screen (AID 1222); 190,000 tested, under 10 active; one-dose cellular ATP content (survival), % at 20 µM; EC50 in µM for titrated hits; CSM14.1 thapsigargin-induced death rescue, ATP luminescence; higher % means a stronger effect;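 active = EC50 below 50 µM in the dose-response confirmation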;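 also: death triggered by thapsigargin at about 15 µM added after 2 h compound pretreatment; cell ATP read after overnight thapsigargin exposure of roughly 18 to 22 hours; normalized against plate controls of thapsigargin alone and 5% DMSO vehicle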
# PMI inhibition = human PMI inhibitors, high substrate, primary screen, biochemical, fluorescence intensity, high mannose 6-phosphate (AID 1220); recombinant PMI enzyme, coupled fluorescence intensity; higher % means a stronger effect; one-dose inhibition, % at 20 µM; IC50 in µM for titrated hits; 190,000 compounds, 0.66% hits
# Ins promoter up cell count = further read-out of Ins promoter up, marked with its call; cell count; measured here: cytotoxicity, nuclei count;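 total cells summed across four imaged fields per well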
# The depositor's hits bear a star; u = inconclusive; x = no result given. Rule as the data show it, unless noted: active = inhibition above about 50%; inactive = the rest.
SMILES,West Nile antiviral,Ins promoter up,Ins promoter up cell count,RSV antiviral HEp-2,PhoP inhibition,Large T inhibition,human PMI inhibition,TNAP activators,CSM14.1 death rescue,PMI inhibition
COc1ccc2oc(=O)c(C(=O)N3CCN(c4ccc(F)cc4)CC3)cc2c1,-0.4%,x,x,3.6%,-6%,0%,2%,1.1,-3.5%,1%
CN(C)c1ccc(S(=O)(=O)N2CCCCC2)cc1NC(=O)C1=NN(c2ccccc2)C(=O)CC1,0.5%,x,x,8.3%,-3%,6%,x,x,x,x
CC[C@@H]1[C@H]2CCCC(=O)N3CC[C@@H](C[C@@H]1OC(=O)Nc1ccccc1)[C@@H]23,-0.4%,x,x,1.5%,-5%,3%,x,x,x,x
O=C(O)CCC(=O)Nc1ccc(C(=O)OCC(=O)c2ccc(Cl)cc2)cc1,0.2%,-0.21,1413,0.2%,4%,3%,6%,1.1,-0.5%,1%
O=C(c1cccc(Cl)c1)N1CCC(N2CCC(C(=O)N3CCOCC3)CC2)CC1,-0.1%,1.3,1358,-0.8%,-2%,10%,0%,1.1,0.7%,-6%
Cc1ccc(SC(C)C(=O)NC(N)=O)c(C)c1 (stereo not given),0.3%,-0.48,1371,-0.8%,-6%,-3%,11%,1,0.3%,11%
O=C(Nc1ccccc1)C1CCN(c2nccs2)CC1,0.1%,-1.2,1396,1.6%,6%,6%,3%,1.2,-1.1%,1%
Cc1cc(OCC(=O)NCCc2c[nH]c3ccccc23)c2c(C)cc(=O)oc2c1,-1.0%,x,x,2.0%,12%,5%,x,x,x,x
CCc1ccc(NS(=O)(=O)c2c(C(=O)N3CCOCC3)c(C)n(C)c2C)cc1,0.5%,x,x,3.0%,-8%,3%,x,x,x,x
CCOC(=O)c1nn(-c2ccccc2)cc1O,0.1%,-0.54,1103,0.8%,1%,9%,x,x,x,x
CC(C)(C)c1ccc(-c2n[nH]c(=S)n2/N=C/c2ccncc2)cc1,-0.8%,0.02,1307,2.7%,32%,-43%,-10%,1.4,0.5%,0%
CC(=O)N1c2ccc(S(=O)(=O)N(C)CC(=O)N(C)Cc3ccccc3)cc2CC1C (stereo not given),0.2%,x,x,2.4%,-12%,8%,x,x,x,x
COc1ccc(-c2cc(-c3nnc(COC(=O)CC4CCCC4)o3)c3ccccc3n2)cc1OC,1.0%,-0.57,1149,3.9%,5%,3%,11%,0.9,-2.4%,4%
CCN(CC)c1cccc(OC2=NS(=O)(=O)c3ccccc32)c1,-0.1%,0.98,1339,0.9%,2%,28%,1%,1,-0.8%,48%
Cc1cccc(-c2nc(CS(=O)CC(=O)N3CCCCC3)c(C)o2)c1 (stereo not given),-0.5%,-0.53,861,1.4%,-10%,6%,4%,1.1,3.6%,5%
O=C(NCc1cccs1)C1CC(c2ccc(F)cc2)=NO1 (stereo not given),0.1%,0.46,1173,0.4%,1%,5%,0%,1.1,-1.1%,5%
COCC(C)NC(=O)c1oc2c(c1C)C1(CCC2)SCCS1 (stereo not given),-0.8%,0.2,1296,4.2%,-7%,-8%,8%,1.1,-2.9%,16%
COc1ccc(OC)c(N(C(=O)c2snc(C(N)=O)c2N)C(C(=O)NCc2ccccc2)c2ccc(O)cc2)c1 (stereo not given),0.1%,x,x,20%,5%,10%,x,x,x,x
COc1ccc(NC(=O)CCCN2C(=O)CCC2=O)cc1Cl,0.0%,0.63,1234,1.1%,-4%,3%,6%,1,-2.2%,6%
O=[N+]([O-])c1ccc(Oc2ccc(S(=O)(=O)N3CCCCC3)cc2)cc1,0.4%,-0.65,1313,1.7%,5%,8%,7%,1.2,0.4%,-6%
CCC(=O)N1CCc2cc(S(=O)(=O)NCCc3ccc(S(N)(=O)=O)cc3)ccc21,0.4%,x,x,0.5%,0%,4%,x,x,x,x
CCOC(=O)CC1(C)NC(=O)c2c(C)sc(C(=O)OCC)c2N1 (stereo not given),x,-0.05,1502,3.1%,2%,8%,1%,1.1,-0.4%,-1%
CCc1ccc(S(=O)(=O)NCc2cn3cccc(C)c3n2)s1,0.2%,-0.59,1467,-0.7%,-1%,11%,3%,1.1,-0.7%,-3%
Cc1cc(N2CCOCC2)c2c(N)c(Br)cc(C)c2n1,1.2%,-0.34,1213,4.5%,10%,20%,-1%,1.1,-0.9%,-11%
Cc1cc(NC(=O)CCCC(=O)NCc2ccccc2)no1,1.1%,0.01,1356,3.8%,-6%,4%,10%,1,0.5%,2%
CSc1nc2sc3c(c2c(=O)[nH]1)CC(C)(C)OC3,0.4%,x,x,1.6%,0%,6%,x,x,x,x
CCOC(=O)c1c(NC(=O)CSc2ncn[nH]2)sc(C)c1C,u,0.44,1649,15%,-4%,12%,18%,1.1,-4.2%,19%
O=C1C=CN(Cc2ccccc2)CC1,0.4%,x,x,1.0%,-5%,2%,x,x,x,x
N#Cc1nc(-c2ccc(OCc3ccc(Cl)cc3)cc2)oc1NCCCn1ccnc1,-0.1%,x,x,-1.9%,-1%,4%,14%,1,-0.2%,7%
CCn1cc(C(=O)N2CCn3c(nc4ccccc43)C2)c(=O)c2ccc(C)nc21,0.1%,-0.68,895,1.6%,12%,4%,-1%,1,1.8%,-2%
COc1cc(OC)nc(Oc2ccc(N)c(C)c2)n1,-1.3%,x,x,1.1%,6%,6%,x,x,x,x
CC(C)(C)OC(=O)N1CCC2(CC1)Oc1ccc(Cl)cc1C(=O)C21CC(c2ccc(Cl)cc2)=NO1 (stereo not given),-0.5%,x,x,2.2%,-10%,26%,x,x,x,x
NNC(=O)c1nc[nH]c1C(=O)Nc1ccccc1,0.1%,x,x,1.0%,8%,17%,x,x,x,x
O=C(Nc1cccc(Cl)c1)OCc1cncs1,-0.5%,-1.1,1128,2.2%,-8%,3%,5%,1.2,0.2%,6%
NC1=NC(c2cn(-c3ccccc3)nc2-c2cccs2)n2c(nc3ccccc32)N1 (stereo not given),x,0.8,1150,-0.3%,14%,2%,8%,1.1,-4.0%,-3%
COC(=O)Nc1nnc(-c2ccccc2OC)s1,0.3%,x,x,5.9%,2%,9%,x,x,x,x
CCOC(=O)C1(Cc2cccc(OC)c2)CCN(Cc2cccc3cnccc23)CC1,-1.1%,-2.4,1238,4.2%,-3%,-3%,9%,1.1,5.2%,-1%
CCN1CCN(S(=O)(=O)c2cc(C)c(OC)cc2C)CC1,-0.4%,-0.15,1221,-1.0%,5%,6%,4%,1.1,x,4%
CCOc1ccc(N(CC(=O)NCCc2ccccc2)C(=O)c2csnn2)cc1,0.0%,x,x,-0.7%,2%,2%,x,x,x,x
CCSc1nnc2ccc(-c3ccco3)nn12,0.1%,-0.47,1280,0.6%,5%,12%,-2%,1.1,5.4%,-9%
N#CC12C(N)=NC3(OCCO3)C1(C#N)C1=C(CCC1)NC2c1ccccc1 (stereo not given),-0.1%,0.62,1131,2.3%,1%,11%,-3%,1,2.4%,8%
CCOCCCNC(=S)N1CCN(c2nc(-c3ccc(F)cc3)cs2)CC1,-1.4%,x,x,0.4%,1%,8%,x,x,x,x
CC(=O)c1cccc(OCC(O)CNCC2CCCCC2)c1 (stereo not given),0.8%,x,x,0.8%,-1%,10%,x,x,x,x
CCOc1ccc(Br)cc1S(=O)(=O)Nc1ccc(Cl)c(S(=O)(=O)N(CC)c2ccccc2)c1,-1.4%,-0.31,1388,4.6%,9%,1%,10%,1.1,-0.8%,13%
CCOC(=O)Nc1cc(OCC)c(NC(=O)C2CC2)cc1OCC,-0.5%,0.04,1280,3.9%,3%,3%,20%,1.1,-0.7%,18%
O=C(O)c1ccc(/C=N/N2CCN(c3ccccc3)CC2)cc1,0.3%,x,x,1.4%,1%,9%,x,x,x,x
C=CCc1ccc2oc(C(=O)OCC)cc(=O)c2c1O,0.0%,-0.18,1475,0.4%,-3%,-2%,x,x,x,x
CCOc1ccccc1/C=C/c1nc2ccccc2[nH]c1=O,0.1%,x,x,4.8%,-2%,19%,x,x,x,x

# Reprinted at random: 3 compounds from above.
SMILES,West Nile antiviral,Ins promoter up,Ins promoter up cell count,RSV antiviral HEp-2,PhoP inhibition,Large T inhibition,human PMI inhibition,TNAP activators,CSM14.1 death rescue,PMI inhibition
CCOC(=O)C1(Cc2cccc(OC)c2)CCN(Cc2cccc3cnccc23)CC1,-1.1%,-2.4,1238,4.2%,-3%,-3%,9%,1.1,5.2%,-1%
CC(=O)c1cccc(OCC(O)CNCC2CCCCC2)c1 (stereo not given),0.8%,x,x,0.8%,-1%,10%,x,x,x,x
CCN1CCN(S(=O)(=O)c2cc(C)c(OC)cc2C)CC1,-0.4%,-0.15,1221,-1.0%,5%,6%,4%,1.1,x,4%

# Next entries follow:
SMILES,West Nile antiviral,Ins promoter up,Ins promoter up cell count,RSV antiviral HEp-2,PhoP inhibition,Large T inhibition,human PMI inhibition,TNAP activators,CSM14.1 death rescue,PMI inhibition
Nn1c(SCC(=O)N2CCCc3ccccc32)nncc1=O,-0.5%,1.2,1210,1.2%,-8%,0%,-4%,1.1,x,6%
CCCOc1ccccc1C(=O)NCCCC(=O)O,0.1%,0.13,1156,0.9%,-5%,3%,-2%,1.1,-0.3%,-7%
COc1ccc(OC)c2c(N3CC(C)OC(C)C3)cc(C(F)(F)F)nc12 (stereo not given),1.6%,x,x,-1.9%,2%,4%,x,x,x,x
CCOC(=O)C1CCN(CCC(=O)Nc2ccc(C)cc2)CC1,0.2%,x,x,1.1%,-9%,8%,x,1.1,-1.0%,x
CCn1c(=O)c([N+](=O)[O-])c(N2CCN(Cc3ccc4c(c3)OCO4)CC2)c2ccccc21,0.0%,-0.75,984,x,-11%,18%,x,x,x,x
O=C(NCCc1ccccc1)C1CCN(c2ncccn2)CC1,1.7%,0.34,1399,0.8%,-5%,8%,-2%,1.1,2.4%,-3%
C/C(Nc1cccc(F)c1)=C(/C#N)C(N)=O,-0.1%,x,x,0.1%,-3%,-5%,6%,1.2,1.6%,9%
C#CC(CC)(CC)NC(=O)c1ccc(Br)s1,0.7%,0.67,1545,0.3%,1%,7%,3%,1,-1.9%,8%
COc1ccc2cc(-c3[nH]ncc3CN3C[C@@H]4CCC[C@H]3C4)ccc2c1,0.7%,x,x,-3.0%,2%,10%,2%,1,-2.2%,10%
CC(Sc1nc(NC(C)(C)C)nc(N(C)C)n1)C(=O)Nc1ccccc1 (stereo not given),x,0.84,1178,0.3%,-6%,23%,5%,1.1,-1.5%,13%
Cc1nc2cc(N=NC3=C(O)CCCC3=O)ccc2s1,-0.6%,0.33,2267,2.3%,7%,u,7%,0.8,-5.0%,18%
COc1ccc(C)cc1S(=O)(=O)Nc1ccc2c(c1)OCO2,-0.2%,-0.11,1617,0.7%,0%,11%,4%,1.1,-1.4%,7%
CC(C)c1cc(NC(=O)CCl)on1,0.2%,-1.1,839,0.1%,3%,8%,-2%,1.1,6.1%,3%
NC(=O)C(c1ccc(Cl)cc1)c1ccc(Sc2ccccc2)nn1 (stereo not given),-0.4%,1.6,951,0.7%,0%,22%,2%,1.1,4.1%,2%
COc1ccc(CCNC(=O)CSc2ccc(-c3ccncc3)nn2)cc1,0.0%,0.65,1626,1.1%,-2%,10%,-3%,1,0.4%,1%
